Bcl-B TR3 displacers: displacers of TR3 peptide from Bcl-B, primary screen, selectivity assay for Bfl-1 inhibitor project, biochemical, fluorescence polarization | FP displacement of FITC-TR3 peptide from Bcl-B; higher % means a stronger effect | 96,000 compounds, 0.11% hits | Bcl-2-like protein 10 (Homo sapiens) | one-dose displacement, % at 20 µM; IC50 in µM for titrated hits;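 active means displacement above 50% at 20 µM plus a fluorescence interference ratio under 1.5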;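 further: plate controls were wells without compound for no effect and wells lacking Bcl-B protein for full effect; a part of the inactive calls stands beside numbers as strong as those of hits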
NFkB transloc pot: enhancers of NFkB p65 translocation in HUVEC – imaging, IL-1B stimulus, high-content imaging, primary screen; HUVEC IL-1B NFkB p65 nuclear translocation imaging; activation, % at 2 µM; 94,000 compounds, 0.3% hits;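 active means activation above 40%, about the mean plus 3 SD, also judged a hit on visual image review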;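 further: percent activation is computed from the nuclear over cytoplasmic p65 intensity ratio; values of inactives mirror those of a sister screen read the other way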
NFkB transloc inh: inhibitors of IL-1B driven NFkB p65 nuclear import, primary screen, imaging, HUVEC, IL-1B stimulus, high-content imaging; inhibition, % at 2 µM; HUVEC IL-1B NFkB p65 nuclear translocation imaging; 94,000 compounds, 0.43% hits; AID 796, 2007;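 active means inhibition above about 30% together with a positive call from visual inspection of the well image, limit read from the data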;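 further: nuclear over cytoplasmic p65 intensity ratio measured by imaging; 0% = IL-1B stimulated DMSO wells and 100% = unstimulated DMSO wells; values of inactives mirror those of a sister screen read the other way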
PLAP inhibition: PLAP enzyme inhibitors, biochemical, luminescence, HTS (AID 690); Alkaline phosphatase, placental type (Homo sapiens); one-dose inhibition, % at 20 µM; IC50 in µM for titrated hits; purified PLAP, luminescent substrate; higher % means a stronger effect; 96,000 compounds, 0.08% hits; in the data active means a potency from the dose series; inactive means the rest, 99 in 100 with inhibition below about 30%; further: strong numbers were not always called active
MRP reversal: reversal of MRP1-mediated doxorubicin resistance, primary screen, H69AR cells, doxorubicin co-treatment | H69AR cells + 2 uM doxorubicin, CellTiter-Glo, 72 h | differential viability (reversal), % at 10 µM | 85,000 compounds, 0.04% hits;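 active means viability drop by adding the cancer drug above about 55%, with treated viability meeting a 40% cutoff, limit read from the data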;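 further: viability without doxorubicin minus viability with 2 µM doxorubicin for each compound; larger differential means the compound sensitizes cells more to doxorubicin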
MRP reversal cytotoxicity: further read-out of MRP reversal, marked with its call; viability, %; H69AR cells, CellTiter-Glo, 72 h; measured here: cytotoxicity without doxorubicin
MRP reversal with doxorubicin: also measured in MRP reversal; calls as there; viability, %; measured here: viability with 2 uM doxorubicin; active compounds read low
NFkB transloc inh cell count 2 µM: second read-out of NFkB transloc inh, no call of its own (marks repeat the call); cell count; measured here: cells passing quality filter;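 raw number of nuclei counted in each imaged well without normalization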
NFkB transloc pot cell count 2 µM: second read-out of NFkB transloc pot, no call of its own (marks repeat the call); cell count; measured here: cells passing quality filter
* = called active by the depositor; . = not tested or not shown. Some of the compounds tested (hit frequency here may not be typical).

SMILES	Bcl-B TR3 displacers	NFkB transloc pot	NFkB transloc pot cell count 2 µM	NFkB transloc inh	NFkB transloc inh cell count 2 µM	PLAP inhibition	MRP reversal	MRP reversal cytotoxicity	MRP reversal with doxorubicin
CCOc1ccccc1N(C(=O)CNC(=O)c1ccco1)C(C(=O)NC(C)(C)C)c1ccncc1 (configuration not stated)	-1%	-9	103	9	103	-49%	12	95	82
C=CCNC(=O)c1onc(CSc2cccc(OC)c2)c1C(=O)O	-6%	9	183	-9	183	-2%	.	.	.
O=C(Nc1cccc(NC(=O)c2ccco2)c1)c1cnccn1	.	24	126	-24	126	.	12	87	75
O=C(COC(=O)[C@@H]1CCCN1C(=O)c1cccs1)NCCc1ccccc1	-8%	-6	193	6	193	16%	.	.	.
Cc1ccc(NC(=O)c2ccc(CNc3c(N4CCOCC4)c(=O)c3=O)cc2)cc1	-9%	-8	190	8	190	10%	.	.	.
COc1ccc(NC(=O)CC(=O)Nc2ccc(OC)cc2OC)c(OC)c1	-2%	12	145	-12	145	26%	-8	88	96
CSCCC(NC(N)=O)C(=O)NCc1ccc(Cl)cc1 (configuration not stated)	9%	0	139	0	139	-18%	.	.	.
O=C(O)CC1CCCC(c2ccccc2)C1=O (configuration not stated)	.	9	121	-9	121	.	2	93	91
Cc1cc2cc(C)c3nnc(SCC(=O)NCc4ccc5c(c4)OCO5)n3c2cc1C	-49%	-9	104	9	104	-12%	.	.	.
CCOC(=O)C(NC(=O)c1ccccc1OCC)(Nc1ncccn1)C(F)(F)F (configuration not stated)	-1%	7	72	-7	72	-5%	8	87	79
O=C(Cn1c(N2CCN(c3ccccc3)CC2)nc2ccccc21)c1ccccc1	-2%	.	.	.	.	11%	.	.	.
Cc1cccc2cc3c(NC(=O)CC(C)C)nn(C)c3nc12	-12%	3	85	-2	85	5%	-6	82	88
O/C(=C\Sc1nnc(Cc2ccccc2)o1)c1ccc(F)cc1	9%	32	144	-32	144	-12%	.	.	.
O=C(C1COc2ccccc2O1)N1CCCC1 (configuration not stated)	-6%	-6	40	6	40	11%	-1	104	105
CCOc1c(C#N)c(C#N)c2nc(C)cc(C)n12	-29%	0	188	0	188	15%	-13	96	109
COc1cc(CC(=O)OCC(=O)c2ccc3c(c2)OCCO3)cc(OC)c1OC	-1%	-11	58	11	58	2%	-25	33	59
CCc1cc(/C(Cc2ccc3ccccc3n2)=N\O)c(O)cc1O	4%	-11	174	12	174	-10%	.	.	.
CCN(CC)C(=O)CSc1nc2ncc(Cl)cc2[nH]1	2%	17	96	-17	96	-77%	.	.	.
O=C(COC(=O)c1cccc(C(=O)OCC(=O)NC2CCCCC2)n1)NC1CCCCC1	4%	25	182	-25	182	9%	10	103	93
CC(=O)c1cccc(NC=C2C(=O)OC3(CCCCC3)OC2=O)c1	0%	11	93	-11	93	9%	-4	87	91

One compound at a time, from the list above. Values in the order: Bcl-B TR3 displacers	NFkB transloc pot	NFkB transloc pot cell count 2 µM	NFkB transloc inh	NFkB transloc inh cell count 2 µM	PLAP inhibition	MRP reversal	MRP reversal cytotoxicity	MRP reversal with doxorubicin
Listed for O=C(Cn1c(N2CCN(c3ccccc3)CC2)nc2ccccc21)c1ccccc1 → -2%	.	.	.	.	11%	.	.	.
Listed for CCOc1ccccc1N(C(=O)CNC(=O)c1ccco1)C(C(=O)NC(C)(C)C)c1ccncc1 (configuration not stated) → -1%	-9	103	9	103	-49%	12	95	82
Listed for CCc1cc(/C(Cc2ccc3ccccc3n2)=N\O)c(O)cc1O → 4%	-11	174	12	174	-10%	.	.	.

Next section
SMILES	Bcl-B TR3 displacers	NFkB transloc pot	NFkB transloc pot cell count 2 µM	NFkB transloc inh	NFkB transloc inh cell count 2 µM	PLAP inhibition	MRP reversal	MRP reversal cytotoxicity	MRP reversal with doxorubicin
CC(=O)N1CCN2C(=O)C1CCCC(=O)c1cc(C)ccc12 (configuration not stated)	.	7	158	-7	158	.	-2	94	95
COC(=O)C1=C(N)Oc2cc(C)n(Cc3cccnc3)c(=O)c2C1c1ccc(OC)c(OC)c1 (configuration not stated)	6%	-8	188	8	188	-14%	19	99	80
OCCN1CCN(c2nc(NCc3ccco3)c3ccccc3n2)CC1	.	4	155	-4	155	.	0	83	83
Cc1ccc(C(=O)N/C(=C\c2cccs2)C(=O)NC2CCCCC2)cc1	-2%	-1	138	1	138	-8%	0	94	94
Clc1ccc(-c2nnc3sc(-c4ccccn4)nn23)cc1	-8%	-5	159	5	159	-6%	6	96	89
Cc1cccc(N2C(=O)CS/C2=N\NC(=O)c2ccc(Br)cc2)c1C	.	-3	172	3	172	.	-14	95	110
Cc1ccc(S(=O)(=O)n2cnc3ccccc32)c(C)c1	6%	-7	195	7	195	-30%	-5	86	91
COc1ccc(N/C=C(\C#N)c2ccc(OCCCF)cc2)cc1	-9%	9	67	-18	151	0%	8	91	83
CC(C)CCN(C(=O)Nc1ccccc1)C(C)c1cccs1 (configuration not stated)	9%	1	70	-1	70	-3%	31	98	68
O=C(CCCc1c[nH]c2ccccc12)N1CCCCCC1	-12%	6	200	-6	200	2%	14	100	86
COc1ccc(CSc2nnnn2Cc2ccccc2)cc1OC	-2%	.	.	.	.	-65%	4	82	78
CS(=O)(=O)N1CCN(c2ccccc2NC(=O)Cc2ccc(Cl)cc2)CC1	-10%	15	121	-15	121	23%	-9	64	72
Cn1c(SCC2CCCCC2)nnc1-c1ccncc1	0%	.	.	.	.	-14%	8	85	77
CC(C)c1nc2ccccn2c1NC1CCCCC1	4%	16	174	-16	174	12%	5	103	98
Cc1nnc(N2CCN(Cc3ccccc3)CC2)[nH]c1=O	-9%	-9	164	9	164	22%	9	108	99
Cc1ccc(NC(=O)N2CCC(NC(=O)c3ccccc3C)CC2)cc1	-6%	8	201	-8	201	7%	13	91	78
CN1C(=O)CC2(CC(=O)N(Cc3ccccc3)C2)C1=O (configuration not stated)	.	18	123	-18	123	.	11	102	92
Cc1nc2ccccc2n1C(=O)N1CCOCC1	.	-1	94	1	94	.	-3	83	85
CN(C)C(=O)c1cc(Br)ccc1Cl	10%	-7	42	7	42	18%	-1	100	101
O=C1SCCc2c1n(Cc1ccccc1)c1ccccc21	.	-4	165	4	165	.	-6	66	72

An excerpt from above in order of the NFkB transloc pot cell count 2 µM value, lowest first:
SMILES	NFkB transloc pot cell count 2 µM
CS(=O)(=O)N1CCN(c2ccccc2NC(=O)Cc2ccc(Cl)cc2)CC1	121
CC(=O)N1CCN2C(=O)C1CCCC(=O)c1cc(C)ccc12 (configuration not stated)	158
Cc1cccc(N2C(=O)CS/C2=N\NC(=O)c2ccc(Br)cc2)c1C	172

Other entries follow.
SMILES	Bcl-B TR3 displacers	NFkB transloc pot	NFkB transloc pot cell count 2 µM	NFkB transloc inh	NFkB transloc inh cell count 2 µM	PLAP inhibition	MRP reversal	MRP reversal cytotoxicity	MRP reversal with doxorubicin
CCCOc1ccc(/C=c2\sc3nc(-c4ccco4)nn3c2=O)cc1OCC	0%	-4	73	4	73	-71%	-3	89	92
CC(C)Cn1c(SCc2nc3ccccc3c(=O)[nH]2)nc2ccccc2c1=O	-7%	-20	131	20	131	22%	.	.	.
CCCNC(=O)Cn1cnc2sc(C(=O)N3CCN(c4ccc(F)cc4)CC3)c(C)c2c1=O	5%	16	80	-16	80	-12%	8	89	80
Cc1nc2cc(S(=O)(=O)N(C)C)ccc2n1-c1ccccc1	2%	.	.	.	.	-3%	5	92	87
CN1CCN(CC(=O)C23CC4CC(CC(C4)C2)C3)CC1	6%	-9	103	9	103	-15%	4	94	91
Cc1cc(C)nc(SCNC(=O)c2ccc(F)cc2)n1	1%	-6	204	6	204	-6%	3	98	95
COc1nc(-c2ccncc2)nc2ccccc12	-3%	-8	169	8	169	8%	4	95	91
CCOc1cc(/C=C2\N=C(SCC)SC2=O)cc([N+](=O)[O-])c1OC(C)=O	4%	12	97	-12	97	-1%	.	.	.
COc1ccc2cc(C#N)c(SCC(=O)NNC(=O)Cc3ccccc3)nc2c1	-52%	-4	122	4	122	-24%	.	.	.
CCC(C)NC(=O)CCS(=O)(=O)c1ccc(Br)s1 (configuration not stated)	0%	1	81	-1	81	6%	-3	96	100
COC(=O)CNC(=O)c1c(-c2ccccc2Cl)noc1C	-9%	-9	127	9	127	4%	-6	101	107
COc1ccc(Oc2nc3ccccc3n3cccc23)cc1	12%	-1	152	1	152	-16%	.	.	.
O=C(c1ccc([N+](=O)[O-])cc1)N(C1=NCCCCS1)c1ccccc1	-4%	-15	138	15	138	-8%	.	.	.
Cc1cc(=O)n2[nH]c(C)c(-c3ccc(Cl)cc3)c2n1	-9%	.	.	.	.	-1%	-22	36	58
CCOC(=O)C1CCN(C(=O)Nc2ccc3oc(C)nc3c2)CC1	-2%	6	171	-6	171	-10%	16	95	79
Cc1nc(Sc2cccn2C)c(C(F)(F)F)c(=O)[nH]1	-15%	25	94	-25	94	11%	11	98	87
CCc1nnc(NC(=O)C2CCC2)s1	-2%	-11	165	11	165	18%	32	129	97
Cc1occc1-c1nnc(SCC(=O)Nc2ccc3c(c2)OCO3)n1CC1CCCO1 (configuration not stated)	11%	-6	110	6	110	-42%	12	85	74
CC(=O)Nc1nc(SCCCc2ccccc2)n[nH]1	5%	-6	106	6	106	-143%	-16	81	97
O=C(NC1CCCCC1)c1noc2c1CCCCC2	-4%	.	.	.	.	-8%	22	96	75
CCOc1ccc(Cc2nc(-c3nonc3N)no2)cc1OCC	-2%	.	.	.	.	-10%	0	77	77
COC(=O)CSc1nnc(-c2ccc(S(=O)(=O)N3CCCC3)cc2)n1C	-8%	-3	184	3	184	-33%	20	96	75
CC1(C)Cc2c(sc3nc(-c4ccccc4)n(N)c(=O)c23)CO1	-12%	-18	144	18	144	-11%	17	94	76
CCCn1nnnc1-c1cc(Cl)cc(Cl)c1	-3%	11	156	-11	156	-2%	.	.	.
O=C1Nc2ccccc2C(=O)C1(Cl)Cc1ccccc1 (configuration not stated)	0%	-15	175	15	175	7%	.	.	.
Cc1ccc(C2NC(=O)NC3=C2CCc2ccccc23)cc1 (configuration not stated)	2%	6	96	-6	96	-12%	5	76	72
CCOC(=O)N1CCC(NS(=O)(=O)c2cc(Br)cnc2N)CC1	3%	7	109	-7	109	-4%	18	103	86
O=C(c1cccc(-c2ccc(O)cc2)c1)N1CCOCC1	-4%	3	186	-3	186	7%	.	.	.
CC(C)(C#N)NC(=O)c1ccco1	-1%	.	.	.	.	1%	-18	90	108
CCOC(=O)N1CCN(C(=O)c2c(-c3ccccc3)noc2C)CC1	-4%	.	.	.	.	-25%	6	87	81
COc1ccc(C)cc1S(=O)(=O)N1CCC(C)CC1	-8%	-1	160	1	160	6%	8	97	89
COCC(C)NC(=O)c1ccc(-n2nc(C(F)(F)F)cc2-c2cccs2)cc1 (configuration not stated)	-24%	16	160	-16	160	-74%	.	.	.
COc1ccccc1C(=O)Nc1ccccn1	4%	14	129	-14	129	12%	6	91	85
Cc1ccc(S(=O)(=O)Nc2c(C)n(C)n(-c3ccccc3)c2=O)cc1C(=O)NCc1ccccn1	-5%	-9	80	8	80	-40%	10	95	85
CCCc1nc(SCC(=O)Nc2cc(Cl)ccc2OC)c2c(=O)n(C)c(=O)n(C)c2n1	1%	6	70	-6	70	-4%	5	79	74
COc1ccc(N2C(=O)C(Cl)=C(N3CCCC3)C2=O)cc1	-3%	16	144	-16	144	-1%	53	82	29
O=c1c(/C=C(\O)c2ccccc2)nc2ccccc2n1-c1ccccc1	15%	1	100	-1	100	-15%	6	39	33
O=C(NCc1ccc(Cl)cc1)C1=Cc2cc(Cl)ccc2OC1	-1%	8	122	-8	122	13%	.	.	.
Cc1c(N=CC=Nc2c(C)n(C)n(-c3ccccc3)c2=O)c(=O)n(-c2ccccc2)n1C	2%	.	.	.	.	-12%	8	103	94
FC(F)(F)c1nnc2sc(-c3ccccn3)nn12	-2%	-5	190	6	190	-9%	.	.	.
CCOc1ccccc1NC(=O)CSc1nc2c(c(=O)n1C)SC(C)C2 (configuration not stated)	0%	.	.	.	.	-20%	-3	77	80
C=CCn1c(=O)c2ccccc2n2c(SC(C)C(=O)Nc3nc(-c4ccccc4)cs3)nnc12 (configuration not stated)	.	-5	144	5	144	.	-17	53	70
